Bioassay records (PubChem BioAssay)
NadD block = inhibitors of Staphylococcus aureus NadD | AID 602399 | inhibition, % at 20 µM | purified NadD enzyme, colorimetric absorbance read-out | actives 0.78% (n = 360,000); in the data active = inhibition above about 26%; also: some compounds past the cut are filed as inactive
SKN-1 block = C. elegans SKN-1 inhibition; C. elegans VP596 Pgst-4::GFP/RFP ratio, acrylamide-induced, 24 h; inhibition, % at 21.8 µM; actives 0.49% (n = 360,000); AID 624304;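 active = interference check ratio from 0.5 to 1.5 plus GFP to RFP signal ratio inhibition reaching or exceeding a fixed threshold, cut at about 30% in these data, passing the limit was not always enough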; also: some compounds called inactive have numbers as strong as hits
Rpn11 block = Rpn11 (human) deubiquitinase inhibition. O00487. human 26S proteasome, Ub4-pepOG fluorescence polarization; 20S core pre-blocked with epoxomicin. calls only at 20 µM. actives 0.59% (n = 360,000). AID 588493;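 active = inhibition at 20 µM, scaled to each plate's controls, above about 33%, limit read from the data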
DNMT1 inh = DNMT1 (human) enzyme inhibition. AID 588458. actives 0.83% (n = 360,000). P26358. DNMT1 molecular beacon, Hinp1I cleavage, fluorescence. inhibition (reported as % activation of signal), % at 10 µM; in the data active = inhibition above about 50%
Target sequence (P26358 504-1616 limits assumed): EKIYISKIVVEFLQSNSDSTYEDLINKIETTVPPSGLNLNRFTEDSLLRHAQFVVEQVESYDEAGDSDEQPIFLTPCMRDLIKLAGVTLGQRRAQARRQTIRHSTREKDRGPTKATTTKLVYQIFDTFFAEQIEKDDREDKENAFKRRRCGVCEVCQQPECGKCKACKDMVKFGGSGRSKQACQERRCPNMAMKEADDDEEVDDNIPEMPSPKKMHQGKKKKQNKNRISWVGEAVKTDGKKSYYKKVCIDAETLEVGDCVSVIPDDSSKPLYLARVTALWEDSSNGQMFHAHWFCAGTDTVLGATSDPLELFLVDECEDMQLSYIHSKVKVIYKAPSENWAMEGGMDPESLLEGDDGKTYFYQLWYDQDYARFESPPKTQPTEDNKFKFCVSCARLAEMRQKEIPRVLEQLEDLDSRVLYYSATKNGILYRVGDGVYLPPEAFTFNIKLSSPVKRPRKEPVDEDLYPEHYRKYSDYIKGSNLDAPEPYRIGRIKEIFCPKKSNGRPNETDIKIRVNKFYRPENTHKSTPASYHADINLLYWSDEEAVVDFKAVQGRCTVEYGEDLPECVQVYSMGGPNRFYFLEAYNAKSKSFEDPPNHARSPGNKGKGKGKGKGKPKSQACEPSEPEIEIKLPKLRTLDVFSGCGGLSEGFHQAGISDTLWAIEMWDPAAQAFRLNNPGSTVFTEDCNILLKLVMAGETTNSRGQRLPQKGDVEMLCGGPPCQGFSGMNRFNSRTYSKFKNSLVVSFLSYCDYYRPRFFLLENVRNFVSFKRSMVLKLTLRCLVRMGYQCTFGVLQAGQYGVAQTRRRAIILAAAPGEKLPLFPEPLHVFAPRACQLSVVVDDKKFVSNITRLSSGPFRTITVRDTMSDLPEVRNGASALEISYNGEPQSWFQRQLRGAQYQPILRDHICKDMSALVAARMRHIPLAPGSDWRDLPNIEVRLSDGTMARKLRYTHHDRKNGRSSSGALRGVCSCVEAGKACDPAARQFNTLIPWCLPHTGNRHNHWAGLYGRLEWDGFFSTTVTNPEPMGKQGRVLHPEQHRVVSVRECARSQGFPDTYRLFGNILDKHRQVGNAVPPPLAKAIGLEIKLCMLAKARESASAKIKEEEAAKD
CendR NRP1 mod = NRP-1/CendR interaction modulation; AID 602438; O14786; inhibition, % at 25 µM; actives 0.85% (n = 360,000); FAM-RPARPAR peptide binding to NRP-1, fluorescence polarization;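 active = inhibition or corrected inhibition above about 18%, plus a signal ratio from 0.5 to 1.5, limit read from the data, passing the limit was not always enough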; also: strong numbers were not always called active
MT1-MMP act inh = inhibitors of human MT1-MMP activation. P50281. actives 0.061% (n = 360,000). HT1080 RFP-PRO-GFP cells, GFP/RFP ratio fluorescence, overnight; percent of plate control window, DMSO zero. GFP/RFP ratio change, % at 20 µM;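 active = GFP/RFP ratio change of at least 30% with cell ATP level not reduced by more than half and red fluorescence within 50% of control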; also: strong numbers were not always called active
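Compound: 20 µM single dose, 1% DMSO / System: HT1080 RFP-PRO-GFP cells / Controls: DMSO and RFP-L50D-GFP cell wells / Read-out basis: GFP/RFP fluorescence ratio / Schedule: overnight compound exposure at 37 °C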
STEP block = inhibitors of human striatal-enriched phosphatase STEP | AID 588621 | actives 0.25% (n = 360,000) | P54829 | inhibition, % at 20 µM | recombinant STEP, OMFP fluorogenic substrate, fluorescence;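 active = inhibition at 20 µM, scaled per plate between control wells, above about 37%, limit read from the data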;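 also: 0% = DMSO with enzyme and substrate and 100% = substrate only without enzyme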
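medium = Bis-Tris buffer pH 6.0, 2.5 mM DTT, 0.005% Tween 20 | test system = STEP (striatal-enriched tyrosine phosphatase) enzyme, cell-free | measure = normalized % inhibition | compound dosing = 20 µM, 1% DMSO | also added = 25 µM OMFP | schedule = reaction 20 min, ambient temperature | measured by = fluorescence read at 480 nm ex / 540 nm em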
SUMO1-SIM PPI = alters human SUMO1 binding to SIM partners | P63165 | SUMO1 binding to a labelled peptide, TR-FRET, 1 h | inhibition, % at 20 µM | actives 0.33% (n = 360,000); in the data active = inhibition above about 37%
LMPTP block = blocks human LMPTP phosphatase; recombinant LMPTP-A, OMFP fluorogenic substrate, fluorescence intensity; inhibition, % at 20 µM; actives 0.22% (n = 360,000); AID 651560;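 active = compounds that cut the enzyme signal by at least half of the control window in the single-dose screen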;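 also: plate controls were DMSO wells with enzyme plus substrate for no effect and substrate without enzyme for full effect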
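Assay system: LMPTP-A phosphatase enzyme | Input: 0.625 nM enzyme | Also added: Fluorogenic phosphatase substrate OMFP at 400 µM final | Compound dosing: One test concentration per compound, 20 µM, with 3% DMSO overall | Schedule: 50 min enzyme reaction at room temperature, protected from light | Signal: Fluorescence intensity | Benchmarks: no-enzyme and uninhibited controls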
Scp1 inh = blocks human Scp-1 phosphatase activity; Q9GZU7; Recombinant Scp1, phosphopeptide, malachite green phosphate absorbance; inhibition, % at 20 µM; actives 0.88% (n = 340,000);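 active = inhibition above about 50% at 20 µM, limit read from the data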;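 also: plate controls were DMSO wells with enzyme for no effect and wells lacking enzyme for full effect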
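System: truncated SCP-1 phosphatase (76-261aa); medium: Tris acetate buffer pH 5.5 with MgCl2 and Tween-20; incubation: 45 min room-temperature reaction, 5 min colour, 30 min stabiliser; compound: single 20 µM dose, 1% DMSO; reagent: Phosphorylated 17-residue peptide substrate; read-out: % inhibition at 20 µM; technique: colorimetric free-phosphate detection, absorbance 630 nm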
An asterisk follows results filed as active; i = inactive; / = not tested or not shown.

SMILES | NadD block | SKN-1 block | Rpn11 block | DNMT1 inh | CendR NRP1 mod | MT1-MMP act inh | STEP block | SUMO1-SIM PPI | LMPTP block | Scp1 inh
CCOC(=O)C(C)n1cnc2scc(-c3ccc(C)c(C)c3)c2c1=O (configuration not stated) | 1 | 15 | i | -5 | 10 | -2 | 2 | 3 | -0.9 | -5
CC1(OC(=O)CCc2ccccc2)C(=O)C=C2C=C(c3ccc(C#N)cc3)N(CCN3CCOCC3)C=C2C1=O (configuration not stated) | 6 | 21 | i | -15 | 21 | -1 | 10 | -40 | 1.9 | -10
CN(C)c1ccc(Sc2ccc3nc(N)nc(N)c3c2)cc1 | -1 | -9 | i | -20 | -5 | 0 | 2 | -31 | 51* | /
CCCCNC(=O)c1ccc(NC(C)=O)c(Cl)c1 | 0 | 10 | i | -3 | 5 | 3 | -1 | -1 | 0.3 | -3
c1ccc(Cn2nnc3c(N4CCCCCC4)ncnc32)cc1 | -6 | 6 | i | 1 | 3 | 9 | 2 | 0 | -0.9 | 4
CC(C)c1ccc(Nc2nc(NCc3ccco3)nc(N3CCOCC3)n2)cc1 | 14 | 24 | i | -13 | 11 | -3 | -4 | 0 | 2.8 | 5
C=CCn1nc2ccccc2c1OC | 1 | -1 | i | 5 | -8 | -2 | 0 | -3 | -0.4 | -8
Cc1c(Cl)cnc(NC(=O)COC(=O)C2CC3CCCC(C2)C3=O)c1Cl (configuration not stated) | -2 | 3 | i | 3 | 14 | -5 | 2 | 3 | -0.6 | -1
COC(=O)c1c(-c2ccc(OC)cc2)oc2ccc(-c3cc(OC)c(OC)c(OC)c3)cc12 | -6 | 13 | i | -30 | 0 | -2 | -3 | 34 | 3.7 | -12
CCN(c1ccc2c(c1)OCO2)S(=O)(=O)c1cc(Br)cc2c1N(C(C)=O)CC2 | -1 | 1 | i | -12 | -22 | -8 | -3 | -3 | 1.2 | -3
CC(C)N1CCN(Cc2ccc(C#CC(C)(C)O)cc2)CC1CCO (configuration not stated) | -6 | -4 | i | 0 | 5 | -2 | -2 | 1 | 0.1 | 0
COc1ccc(NC(=O)Nc2ccc3c(c2)C(=O)N([C@H](C)CO)C[C@H](C)[C@@H](CN(C)C(=O)Nc2ccc(C(F)(F)F)cc2)O3)cc1 | 0 | 17 | i | -11 | 11 | 9 | 0 | 17 | 2.0 | -2
CCOCCCn1c(=N)c(C(=O)NCc2ccc3c(c2)OCO3)cc2c(=O)n3cccc(C)c3nc21 | 5 | -4 | i | 17 | -2 | 9 | 2 | -14 | 19 | 9
CCN1CCN(c2c(Cl)cccc2NC(=O)c2ccc(Br)o2)CC1 | -1 | 10 | i | -8 | -6 | 7 | 5 | -3 | -2.4 | -3
NCCCCc1ccc2ccc3cccc4ccc1c2c34 | 16 | -8 | i | 37 | 2 | 0 | 6 | -216 | 0.7 | -3
N#Cc1cccc(Oc2ccc(S(=O)(=O)N3CCCC3)cn2)c1 | 0 | -16 | i | 3 | 6 | 1 | 1 | 0 | -1.3 | -1
Cc1cccc(C#CC2=CC(=O)CC(C)(C)C2)c1 | -5 | 15 | i | 8 | -10 | 2 | 3 | -15 | -0.1 | /
CCc1noc(C)c1C(=O)OC(C)C(=O)NCc1ccc(OC)cc1 (configuration not stated) | -5 | -23 | i | 0 | 3 | 1 | -1 | 3 | -0.7 | -5
CC(=O)NC(Cc1ccc(F)cc1)C(=O)NC1CCN(S(=O)(=O)c2ccccc2)CC1 (configuration not stated) | 2 | 22 | i | 1 | 2 | 0 | -2 | 4 | 0.6 | 1
Cc1onc(-c2ccccc2)c1C(=O)NC(=S)NNC(=O)c1ccc(O)cc1O | 0 | 16 | i | 2 | 7 | -2 | -1 | 5 | 0.9 | -24
O=C1COc2ccc(S(=O)(=O)N3CCN(c4cccc(C(F)(F)F)c4)CC3)cc2N1 | 5 | 6 | i | 1 | -1 | 2 | 3 | 1 | 1.4 | 1
Cc1ccc(S(=O)(=O)N2CCN(C)CC2)cc1C(=O)NC1CCCCC1 | -5 | -7 | i | 3 | 6 | -2 | 7 | 3 | 1.4 | 9
Cc1ccsc1/C=N/Nc1nc(Cl)c(Cl)cc1Cl | 2 | 2 | i | 6 | -5 | 4 | -2 | -3 | 2.8 | -6
CCc1ccc(NC(=O)/C(C#N)=C/c2cn(CC(=O)O)c3ccccc23)cc1 | 10 | 12 | i | 0 | -2 | -8 | 0 | -8 | -1.4 | -5
COc1cc(OC)cc(C(=O)NC(C(=O)NCCN(C)C)C23CC4CC(CC(C4)C2)C3)c1 (configuration not stated) | -7 | 20 | i | 0 | 11 | -5 | -1 | 6 | -3.9 | -6
Cn1c(=O)c2cn(-c3cccc4ccccc34)cc2n(C)c1=O | -5 | -11 | i | -2 | 20 | -5 | -3 | -12 | -0.5 | -6
Cc1ccc(SCC(=O)Nc2nnc(C(C)(C)C)s2)cc1 | -6 | 1 | i | 4 | 19 | 7 | 2 | -1 | 0.3 | 6
O=c1[nH]c2ccccc2nc1-c1cccs1 | -4 | 8 | i | 2 | -2 | 1 | 0 | -16 | 0.4 | -1
COc1ccccc1N1CCN(C(c2ccccc2Cl)c2nnnn2C(C)(C)C)CC1 (configuration not stated) | 1 | 15 | i | -5 | 2 | -20 | 0 | 0 | 2.5 | -11
CCN(C(=O)COc1ccccc1C(=O)NCc1ccccc1)C1CCS(=O)(=O)C1 (configuration not stated) | 0 | 9 | i | 1 | 5 | 2 | -2 | -1 | -1.2 | -6
Cc1cccc(C(C)C)c1NC(=O)c1ccc(CN(c2ccccc2)S(=O)(=O)c2ccccc2)cc1 | 7 | -7 | i | 5 | 8 | -1 | -3 | 3 | -2.0 | -3
O=C(Nc1ccc(F)cc1)N[C@H]1CC[C@H](CCNS(=O)(=O)c2cccc(Cl)c2)O[C@@H]1CO | / | 5 | / | / | -1 | 1 | / | 3 | -0.3 | /
CC(C)c1nc(Cl)c(C#N)c2c1CCCC2 | -5 | -10 | i | 5 | -2 | -13 | 2 | 2 | 1.7 | -3
Cn1nc([N+](=O)[O-])nc1Oc1ccccc1 | -2 | -8 | i | 9 | 9 | 5 | -1 | -18 | -0.3 | 0
Cc1cccc(OCCC(=O)NCC(=O)Nc2c(C)cccc2C)c1 | -6 | 1 | i | 7 | -8 | 0 | 0 | 0 | -2.3 | -9
CCOc1cc(/C=N/NC(=O)c2c(-c3ccccc3)noc2C)ccc1O | 7 | 9 | i | -1 | 1 | -5 | 0 | -7 | -1.0 | -8
COc1ccc2c(c1OC)C(=O)OC2Nc1nc(-c2cccc([N+](=O)[O-])c2)cs1 (configuration not stated) | -8 | 11 | i | -1 | -7 | 1 | 3 | -17 | 0.7 | -5
COc1ccccc1NC(=O)Cc1ccsc1 | -2 | 8 | i | -2 | 10 | -2 | 0 | -1 | -0.4 | -4
O=C1c2ccccc2NC(c2cc(Cl)cc(Cl)c2O)N1Cc1cccnc1 (configuration not stated) | 4 | -9 | i | -2 | -18 | -2 | -4 | 36 | 1.2 | -9
COC(=O)C(C)Sc1ccc2nnc(CCNS(=O)(=O)c3ccccc3)n2n1 (configuration not stated) | -1 | 6 | i | 0 | -4 | -1 | -2 | 1 | -0.6 | -8

Individual results from above.
Value for Cc1cccc(OCCC(=O)NCC(=O)Nc2c(C)cccc2C)c1 under Scp1 inh: -9
Value for Cc1cccc(C(C)C)c1NC(=O)c1ccc(CN(c2ccccc2)S(=O)(=O)c2ccccc2)cc1 under DNMT1 inh: 5
Value for COc1ccccc1NC(=O)Cc1ccsc1 under CendR NRP1 mod: 10

More results:
SMILES | NadD block | SKN-1 block | Rpn11 block | DNMT1 inh | CendR NRP1 mod | MT1-MMP act inh | STEP block | SUMO1-SIM PPI | LMPTP block | Scp1 inh
COc1ccc(-c2ccnc3ncnn23)cc1 | -6 | 2 | i | 5 | 4 | 3 | -3 | -6 | -3.4 | -3
Cc1cccc(NC(=O)COC(=O)CCc2ccc(S(=O)(=O)N3CCOCC3)cc2)c1C | -5 | 2 | i | 0 | 9 | -1 | -3 | -4 | -0.7 | -11
CCc1noc(C)c1C(=O)N1CC(C)SC1=Nc1ccc(Cl)cc1 (configuration not stated) | -4 | -4 | i | -2 | 0 | 4 | 2 | 0 | 1.1 | -4
COc1ccc(NC(=O)CSc2ccc3nnc(-c4cccnc4)n3n2)cc1 | -4 | 3 | i | 3 | 7 | -3 | -3 | -1 | -0.7 | -8
O=C(Nc1ccc([N+](=O)[O-])cc1)Nc1nc(-c2ccc(Cl)s2)cs1 | 51* | 6 | i | 41 | -4 | -21 | -2 | 1 | 0.6 | -5
O=c1[nH]c(=S)[nH]cc1Oc1ccc(Cl)cc1Cl | -2 | -4 | i | 2 | -12 | 1 | 0 | 4 | -2.1 | -10
Cc1ccc(S(=O)(=O)NC(=O)C2(C)CCN2C(=O)C2(c3ccc(Cl)cc3)CC2)nc1 (configuration not stated) | 1 | 0 | i | -1 | -6 | -7 | 0 | 0 | -0.7 | /
Cc1ccc(C(=O)Nc2ccc(C(=O)N3CCCCC3)cc2)cc1 | -2 | -7 | i | 1 | 7 | -1 | -3 | 3 | -1.6 | -3
CCC1C(=O)n2nc(-c3ccccc3)cc2N=C1C (configuration not stated) | 0 | 16 | i | 1 | 10 | -15 | 0 | 9 | 0.1 | -13
O=C(Nc1cccc(Br)c1)c1cc(=O)c2ccccc2o1 | 4 | -8 | i | 10 | 8 | 5 | 37 | 6 | 18 | 17
CCCS(=O)(=O)NC(=O)C1(C)CCN(C(=O)c2ccc(C#N)cc2)C1 (configuration not stated) | 1 | 8 | i | 1 | -5 | -3 | 4 | 2 | -0.8 | /
COCCNC(=O)C(c1ccc(C)o1)N(CCOC)C(=O)Cn1nnc2ccccc21 (configuration not stated) | -4 | -4 | i | -4 | 17 | 2 | -1 | 2 | 0.1 | -4
Cc1cc(C)cc(C(=O)NCC(=O)OCC(=O)NCC(F)(F)F)c1 | -5 | -12 | i | 1 | 2 | -3 | 0 | 0 | -0.1 | -1

3 compounds from above with just LMPTP block, STEP block and Scp1 inh:
mol	LMPTP block	STEP block	Scp1 inh
Cc1ccc(S(=O)(=O)NC(=O)C2(C)CCN2C(=O)C2(c3ccc(Cl)cc3)CC2)nc1 (configuration not stated)	-0.7	0	/
Cc1ccc(C(=O)Nc2ccc(C(=O)N3CCCCC3)cc2)cc1	-1.6	-3	-3
CCC1C(=O)n2nc(-c3ccccc3)cc2N=C1C (configuration not stated)	0.1	0	-13
